Source: PubChem BioAssay (several laboratories)
RGS8-Gao reg – modulates binding of RGS8 to human Galphao; AID 1423; response (percent of control binding), % at 10 µM; 0.34% of 220,000 active; multiplexed bead flow cytometry; actives lie on both sides; P09471; in the data active = response below about 60% or above about 140%; inactive = in between;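 also: Galphao activated as the GDP aluminium fluoride complex binding bead-coupled RGS8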
Target sequence (P09471 whole entry, looked up): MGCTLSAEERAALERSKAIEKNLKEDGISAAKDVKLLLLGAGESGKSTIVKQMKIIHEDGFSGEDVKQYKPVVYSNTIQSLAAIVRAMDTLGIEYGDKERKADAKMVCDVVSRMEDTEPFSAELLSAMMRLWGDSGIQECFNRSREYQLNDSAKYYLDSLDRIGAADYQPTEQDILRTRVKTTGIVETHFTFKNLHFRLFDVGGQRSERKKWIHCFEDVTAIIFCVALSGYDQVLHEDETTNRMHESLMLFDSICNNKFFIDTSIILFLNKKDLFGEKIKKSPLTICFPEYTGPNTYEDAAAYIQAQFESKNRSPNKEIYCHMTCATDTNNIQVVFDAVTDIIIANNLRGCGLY
Bim-Bcl-W – human Bim-Bcl-W interaction inhibition; 0.02% of 190,000 active; AID 952; bead-based flow cytometry, Bim peptide-Bcl-W binding; inhibition, % at 10 µM; Q92843;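 also: 0% = bound tracer without compound and 100% = peptide blocker; higher means less fluorescent Bim peptide bound to Bcl-W beads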
Target sequence (Q92843 whole entry, looked up): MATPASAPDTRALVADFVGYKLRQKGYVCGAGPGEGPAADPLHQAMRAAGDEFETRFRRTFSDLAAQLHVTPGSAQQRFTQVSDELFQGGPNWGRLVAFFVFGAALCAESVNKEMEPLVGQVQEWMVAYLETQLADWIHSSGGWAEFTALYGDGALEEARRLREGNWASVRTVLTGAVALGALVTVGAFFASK
RGS4-Gao reg – modulates binding of RGS4 to human Galphao; Multiplexed bead flow cytometry; actives lie on both sides; binding response (% of control), % at 10 µM; 0.33% of 220,000 active; in the data active = binding response below about 49% or above about 150%; inactive = in between;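 also: fluorescent Galphao activated with aluminum fluoride binding bead-coupled RGS4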
GSH bead fluor – compound fluoresces at 488/530 nm on GSH beads. AID 1776. fluorescence (KMESF) at 10 µM. 0.25% of 190,000 active. GSH beads flow cytometry, compound fluorescence 488/530 nm; stronger effect = higher value; in the data active = fluorescence above about 89;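 also: glutathione beads carrying GST-tagged Bcl family fusion proteins plus one bare bead set; values are compound well signal with DMSO vehicle wells as background; inactives centre near 16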
Bcl-XL Bim block – inhibitors of Bim-Bcl-XL interaction, human; Q07817; Bim peptide-Bcl-XL binding, bead flow cytometry, fluorescence; inhibition, % at 10 µM; 0.04% of 190,000 active
Bfl-1 Bim block – inhibitors of Bim-Bfl-1 interaction, human | Q16548 | Bead-based flow cytometry, Bim-Bfl-1 binding inhibition | inhibition, % at 10 µM | 0.12% of 190,000 active;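 also: 0% = wells without compound plus tracer and 100% = blocker peptide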
Mcl-1 Bim block – disrupts Bim peptide binding to human Mcl-1 | Q07820 | Bead-based flow cytometry, Bim peptide-Mcl-1 binding | inhibition, % at 10 µM | 0.1% of 190,000 active;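 also: 0% = no compound tracer wells and 100% = peptide blocker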
Target sequence (Q07820 whole entry, looked up): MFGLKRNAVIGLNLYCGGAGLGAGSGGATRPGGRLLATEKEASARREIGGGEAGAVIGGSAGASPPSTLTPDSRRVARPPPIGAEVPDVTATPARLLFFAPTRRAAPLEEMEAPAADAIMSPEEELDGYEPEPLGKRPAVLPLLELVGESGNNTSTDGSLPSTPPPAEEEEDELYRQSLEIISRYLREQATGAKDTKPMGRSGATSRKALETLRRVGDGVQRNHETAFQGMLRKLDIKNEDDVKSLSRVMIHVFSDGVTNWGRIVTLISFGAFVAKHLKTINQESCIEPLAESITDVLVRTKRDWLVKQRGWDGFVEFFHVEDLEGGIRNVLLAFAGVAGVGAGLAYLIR
Bim-Bcl-2 – inhibitors of Bim-Bcl-2 interaction, human. 0.06% of 190,000 active. AID 950. inhibition, % at 10 µM. Bead-based flow cytometry, Bim peptide-Bcl-2 binding; in the data active = inhibition above about 40%; inconclusive = no clear call, values can overlap the other calls;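 also: 0% = no compound wells with probe peptide and 100% = reference peptide inhibitor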
RGS7-Gao – regulators of human RGS7-Galphao interaction | 0.35% of 220,000 active | Multiplexed bead flow cytometry, RGS7-Galphao binding; actives lie on both sides | AID 1439 | binding response (% of control), % at 10 µM | P09471; in the data active = binding response below about 49% or above about 150%; inconclusive = no clear call, values can overlap the other calls; inactive = in between;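 also: fluorescent Galphao held in activated GDP-AlF4 state binding bead-coupled RGS7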
Mcl1 Bid PPI – disrupts binding of human Mcl-1 to Bid peptide | TR-FRET Mcl-1/Bid-Dy647 peptide binding, 1536-well | inhibition, % at 21.7 µM | 0.97% of 220,000 active | AID 1021;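 active = compounds that cut the binding signal by more than half at the single screening dose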;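 also: His-tagged Mcl-1 with europium anti-His antibody binding Bid BH3 peptide; 0% = Mcl-1 plus peptide wells and 100% = peptide-only wells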
Bim-Bcl-B – human Bim-Bcl-B interaction inhibition | Q9HD36 | bead-based flow cytometry, Bim peptide-Bcl-B binding | inhibition, % at 10 µM | 0.073% of 190,000 active | AID 951;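 also: 0% = tracer peptide without compound and 100% = reference inhibitor peptide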
* hit, by the source's call; ? = inconclusive; [ ] = remark or other dose. Rule as the data show it, unless noted: active = inhibition above about 40%.

entry	canonical_smiles	RGS8-Gao reg	Bim-Bcl-W	RGS4-Gao reg	GSH bead fluor	Bcl-XL Bim block	Bfl-1 Bim block	Mcl-1 Bim block	Bim-Bcl-2	RGS7-Gao	Mcl1 Bid PPI	Bim-Bcl-B
1	O=C(CSc1ccc(-c2ccc(F)cc2)nn1)N1CCN(c2ccccc2)CC1	82	2	96	18	1	2	4	2	94	11	8
2	O=C(c1cc(COc2ccc(F)cc2Cl)on1)N(Cc1ccncc1)CC1CCCO1 (stereo not drawn)	98	0	102	12	-1	-6	0	-3	101	-5	-1
3	CC(=O)NC(NC(C)=O)c1ccc(Br)cc1	101	3	100	5	-1	0	3	2	100	-22	2
4	CCCCSc1ccc2nc(-c3ccc(C#N)cc3)cn2c1	84	-2	72	8	1	0	0	0	77	-31	0
5	CC(=O)c1c(C)oc2c1C(=O)c1ccccc1C2=O	104	-1	98	10	-7	-9	-4	-5	90	6	-10
6	Cc1cc(=O)[nH]c(SCC(=O)Nc2cccc3ccccc23)c1C#N	115	-2	224*[activator]	29	-2	-12	0	-5	184*[activator]	5	-2
7	C=CCN1C(=O)C(CC(=O)O)SC1=Nc1ccc(N=Nc2ccccc2)cc1 (stereo not drawn)	100	-3	100	13	0	-6	-4	-2	97	-27	-2
8	CCOc1ccc(NS(=O)(=O)c2ccc3[nH]c(=O)cc(C(=O)O)c3c2)cc1	104	0	104	9	0	-6	0	-2	98	-5	-3
9	Cc1nonc1NC(=O)CSc1nc2ccccc2cc1C#N	103	-1	102	28	0	-3	1	-2	100	-40	-5
10	O=C(CSc1nc2ccccc2c(=O)n1-c1ccccc1)N1CCCC1	103	-6	103	20	-8	-2	-5	-4	102	-13	-7
11	CSCC[C@H](NC(=O)COc1ccc(Cl)cc1Cl)c1nc2ccccc2[nH]1	98	-7	98	19	-8	-16	-8	-7	96	-22	-11
12	CN(C)C(CNc1ncnc2sc3c(c12)CCCCC3)c1ccco1 (stereo not drawn)	103	-1	103	65	-1	0	-3	-3	102	-29	0
13	CC(NC(=O)COc1ccc(/C=N/NS(=O)(=O)c2ccccc2)cc1)c1ccccc1 (stereo not drawn)	101	-4	102	11	0	-1	0	-2	103	-24	2
14	COc1cccc(C2CC(c3ccc(F)cc3)Nc3nc(N)nn32)c1 (stereo not drawn)	87	-1	90	24	4	5	2	0	89	-30	0
15	CCn1nc(C(=O)Nc2nc3ccc(C)cc3s2)c2ccccc2c1=O	100	-3	99	26	-7	-24	-7	-14	98	-20	-9
16	Cc1ccc(CSc2ncnc3c2cnn3-c2ccccc2)cc1	100	-8	101	16	-7	-13	-3	-7	101	-36	-11
17	O=c1oc2cc(OCc3ccc(C(F)(F)F)cc3)ccc2cc1-c1ccccn1	109	-3	106	30	-5	-4	-1	0	99	9	-3
18	CCOC(=O)c1sc(=S)n(-c2ccccc2)c1N(C(C)=O)C(C)=O	104	-6	104	12	-3	-4	0	-3	105	-48	-4
19	COCCn1c(SCC(=O)NC2CCCC2)nc2cccnc21	100	0	100	21	0	1	2	-2	103	-2	0
20	O=[N+]([O-])c1cc(/C=N\O)ccc1Oc1ccc(F)cc1	102	-1	106	10	0	-2	0	0	103	-37	0
21	COc1cccc(NC(=O)Nc2ccc3nsnc3c2)c1	102	-2	100	41	1	-13	-3	-12	99	-21	-8
22	CCNC(=O)COC(=O)/C=C/c1cccc(F)c1	102	-3	103	14	-4	-4	0	-1	?	-8	-3
23	O=C(CSc1nc2ccc([N+](=O)[O-])cc2s1)NC1CCS(=O)(=O)C1 (stereo not drawn)	107	-2	103	17	-5	-3	-1	-4	102	-3	-7
24	Fc1cccc(Cl)c1Cn1nnc2c(NCc3ccncc3)ncnc21	129	-3	105	14	-1	2	0	-2	102	-20	1
25	O=C(COC(=O)CCC(=O)c1ccc(F)cc1)NCc1ccco1	100	-1	99	15	-2	-3	-1	-2	?	-34	-4
26	COc1cc(Cl)ccc1NC(=O)COc1ccccc1C(=O)N1CCN(c2ccc(O)cc2)CC1	88	7	85	15	-1	30	0	10	84	-38	-21
27	Cc1occc1C(=O)NCc1ccc(C(=O)O)o1	102	0	104	34	-16	-13	-3	-9	97	-3	-5
28	COCC(C)n1c(SCC(=O)NC(=O)Nc2ccc3c(c2)OCCO3)nc2ccccc2c1=O (stereo not drawn)	101	-1	99	12	-4	-14	-1	-6	100	11	-6
29	Cc1cc(C(=O)Cn2nnc3ccccc3c2=O)c(C)n1Cc1cccs1	100	0	101	20	-3	0	-2	-1	96	-29	0
30	COC(=O)C(C)n1cnc2c(nnn2Cc2ccc(Cl)cc2)c1=O (stereo not drawn)	104	-3	107	15	2	-2	-3	0	106	-16	0
31	COc1ccc(C=O)cc1OC(=O)C1(C)Cc2ccccc2C(=O)O1 (stereo not drawn)	101	0	102	28	0	-4	0	-4	104	-15	-7
32	Cn1cc(Cl)c(-c2n[nH]c(=S)n2-c2ccc(F)cc2)n1	98	-1	100	23	-4	6	4	3	101	-11	-19
33	CCOC(=O)NC(=O)/C(C#N)=N/Nc1c(F)cccc1F	100	3	102	4	-1	-10	1	-8	101	-48	-2
34	O=C(c1ccccc1)N1CCN(C(=O)c2ccccc2)CC1	100	1	99	20	2	-1	0	12	100	-8	0
35	CCOc1ccccc1NC(=O)c1nc[nH]c1C(=O)Nc1ccccc1OCC	99	-5	101	23	-3	0	-7	-9	103	3	-22
36	Cc1ccc2c(C(=O)CN3CCOCC3)c(C)[nH]c2c1	136	-1	125	42	-16	-3	-4	-3	122	-14	2
37	CCCn1c(C)cc(=O)c2cc(NC(=O)c3cnccn3)ccc21	99	1	96	21	-2	-13	0	-3	93	-50	-3
38	CCCN(Cc1ccccc1)C(=S)NC(=O)c1ccccc1[N+](=O)[O-]	100	1	99	22	-3	-3	-1	-1	97	-37	-2
39	O=C(Nc1ncnc2sc3c(c12)CCCC3)c1ccncc1	102	0	101	9	0	-4	0	-1	101	-6	-2
40	COc1cc(-c2nnc(-c3cccnc3)o2)cc(OC)c1OC	101	6	98	49	3	6	-2	7	96	-45	9
41	O=C(NCCOc1ccccc1)C1CCCCC1	102	2	107	13	0	-2	0	0	98	-8	-3
42	COc1ccc(-c2csc3nc(C(C)(C)C)oc(=O)c23)cc1OC	101	0	102	23	1	-1	2	-4	103	-17	-2
43	Cc1ccc(NC(=O)COC(=O)/C=C/c2c(C)nn(-c3ccc(F)cc3)c2Cl)cc1F	101	-22	98	19	-20	-7	-31	-11	98	-30	-16
44	CN(C(=O)c1cccc(C#N)c1)c1nnc(-c2ccncc2)s1	107	-2	105	15	-10	-9	-4	-8	107	6	-8
45	O=C(/C=C/c1ccc2ccccc2c1)c1ccoc1	94	-1	89	18	-5	11	-7	-4	87	-4	-25

Reformatted: results already given.
Results follow in this order: RGS8-Gao reg	Bim-Bcl-W	RGS4-Gao reg	GSH bead fluor	Bcl-XL Bim block	Bfl-1 Bim block	Mcl-1 Bim block	Bim-Bcl-2	RGS7-Gao	Mcl1 Bid PPI	Bim-Bcl-B
37. CCCn1c(C)cc(=O)c2cc(NC(=O)c3cnccn3)ccc21
→ 99	1	96	21	-2	-13	0	-3	93	-50	-3
40. COc1cc(-c2nnc(-c3cccnc3)o2)cc(OC)c1OC
→ 101	6	98	49	3	6	-2	7	96	-45	9
35. CCOc1ccccc1NC(=O)c1nc[nH]c1C(=O)Nc1ccccc1OCC
→ 99	-5	101	23	-3	0	-7	-9	103	3	-22

Remaining list, next part
entry	canonical_smiles	RGS8-Gao reg	Bim-Bcl-W	RGS4-Gao reg	GSH bead fluor	Bcl-XL Bim block	Bfl-1 Bim block	Mcl-1 Bim block	Bim-Bcl-2	RGS7-Gao	Mcl1 Bid PPI	Bim-Bcl-B
46	CCCC(=O)Nc1nc(-c2ccc(OC)cc2)cs1	102	2	104	11	-3	-10	-3	-11	99	-3	-11
47	CCOC(=O)c1[nH]c2ccccc2c1NC(=O)c1ccco1	97	0	96	33	-7	-12	-3	-6	96	11	-10
48	CC(=O)c1cnc(-c2ccccc2Cl)s1	102	0	99	13	0	-5	0	0	101	-23	0
49	Oc1ccc(CCC2CCCCN2Cc2nc(C3CC3)no2)cc1 (stereo not drawn)	101	0	103	25	0	-6	0	-4	98	-40	-1
50	COc1ccc(Cc2nnn(CC(=O)O)n2)cc1	100	3	97	41	-10	-9	0	-6	98	-36	-6
51	O=C(CN1CCN(C2CCCCC2)CC1)NCCC1=CCCCC1	97	1	92	19	-2	-8	3	0	95	51*	-2
52	O=[N+]([O-])c1ccccc1SNc1ccccn1	103	-1	106	25	-1	0	-1	0	106	-1	-5
53	CC1=NN(C(=O)c2ccc(Cn3cc([N+](=O)[O-])cn3)cc2)C(O)(C(F)(F)F)C1 (stereo not drawn)	111	0	98	7	2	1	2	4	96	-21	1
54	Cc1cccc(Nc2nnc(SCC3CCCCO3)s2)c1C (stereo not drawn)	87	25	92	13	28	34	21	20	89	10	20
55	O=S(=O)(/N=C(/c1ccccc1Cl)N1CCOCC1)c1ccccc1	104	-2	99	17	0	-2	-1	-1	99	-17	1
56	CCCCNCc1cc(OC)c(OCC(N)=O)cc1Br	101	-2	101	17	-2	-1	0	-2	101	3	0
57	O=S(=O)(c1ccccc1)c1nc(-c2ccco2)oc1NCCCN1CCOCC1	109	0	97	54	2	3	-1	-3	99	-33	0
58	CCOc1ccccc1NC(=O)CC1NCCNC1=O (stereo not drawn)	102	0	105	15	-4	-10	-3	-7	98	-13	-7
